Screening results from PubChem.
MC4R antagonist: antagonists of human melanocortin 4 receptor (MC4R); AID 540295; 360,000 tested, 0.48% active; MC4R-expressing cells, MTII-stimulated cAMP, LANCE TR-FRET; inhibition, % at 6.5 µM; P32245;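 active means inhibition above its plate's cutoff, the mean of tested wells on that plate plus 3 SD, cut at about 29% in these data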;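 further: 0% = Melanotan II alone and 100% = Melanotan II plus saturating MCL0020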
Target sequence (P32245 whole entry, looked up): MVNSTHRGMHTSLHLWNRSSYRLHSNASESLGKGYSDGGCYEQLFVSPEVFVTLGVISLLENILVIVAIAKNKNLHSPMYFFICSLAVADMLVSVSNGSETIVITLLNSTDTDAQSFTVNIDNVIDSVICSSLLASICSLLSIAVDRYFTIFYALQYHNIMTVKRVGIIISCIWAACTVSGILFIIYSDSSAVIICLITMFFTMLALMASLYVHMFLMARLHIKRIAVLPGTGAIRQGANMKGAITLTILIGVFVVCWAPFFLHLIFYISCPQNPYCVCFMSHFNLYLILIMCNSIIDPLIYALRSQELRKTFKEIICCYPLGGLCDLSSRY
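System – human MC4R-expressing U2OS cells · Also added – Melanotan II · Dosing – one concentration, 6.5 µM nominal · Timing – 30-min compound, 1-h challenge, 1-h detection, room temperature · Measured by – Eu-cAMP/anti-cAMP TR-FRET, emission 671 nm · Replicates – singlicate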
m5-HT2A agonist: agonists of mouse serotonin 5-HT2A receptor (HTR2A) | 360,000 tested, 0.66% active | CHO-K1 mHTR2A beta-arrestin complementation, luminescence; percent of 30 µM serotonin response | activation, % at 7.6 µM;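 active means activation above a run cutoff, the mean activation of all tested compounds plus 3 SD, cut at about 14% in these data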;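 further: 0% = plate median of compound wells and 100% = 30 µM serotonin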
Target sequence (P35363 whole entry, looked up): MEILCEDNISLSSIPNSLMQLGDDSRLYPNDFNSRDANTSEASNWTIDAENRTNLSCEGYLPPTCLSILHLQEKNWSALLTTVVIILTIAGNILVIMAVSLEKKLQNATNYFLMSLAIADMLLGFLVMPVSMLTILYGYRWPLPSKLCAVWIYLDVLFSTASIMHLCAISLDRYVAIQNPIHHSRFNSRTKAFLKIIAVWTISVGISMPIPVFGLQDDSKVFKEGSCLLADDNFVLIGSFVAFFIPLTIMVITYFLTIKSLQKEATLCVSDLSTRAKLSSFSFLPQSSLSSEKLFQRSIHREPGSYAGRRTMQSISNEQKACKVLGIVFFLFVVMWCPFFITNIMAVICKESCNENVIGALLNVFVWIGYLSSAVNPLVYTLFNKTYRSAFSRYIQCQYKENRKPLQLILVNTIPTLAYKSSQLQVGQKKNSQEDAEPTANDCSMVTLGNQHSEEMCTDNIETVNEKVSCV
Glyco luc inh: N-linked glycosylation inhibition | D54 ERlucT glycosylation luciferase reporter, 24 h; percent of 100 nM tunicamycin response | reporter increase, % at 12.5 µM | 360,000 tested, 0.23% active | AID 588692;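 active means mean luciferase reporter signal, scaled so untreated is 0 and the glycosylation-blocking control 100, at or above a set limit in every replicate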;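 further: luciferase carries N-glycosylation sites so blocking glycosylation raises the light; 0% = median of neutral control wells and 100% = median of 100 nM tunicamycin wells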
PDI inh: blocks human protein disulfide isomerase activity | PDI insulin aggregation turbidity, A650, 90 min | 350,000 tested, 0.052% active | AID 588391 | inhibition, % at 10 µM;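 active means mean inhibition across replicates of 30% or more, whatever share of single replicates reach that level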;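 further: absorbance from insulin aggregation driven by PDI reduction with DTT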
Vif inh: HIV Vif inhibition | HEK293T cells, Vif self-association by quenched fluorescence, imaging, 24 h | inhibition, % at 7.49 µM | 340,000 tested, 0.35% active; in the data active means inhibition above about 50%, passing the limit was not always enough; further: some results filed as inactive read as strong as hits
CaV13 ICDI inh: Disruptors of the CACNA1D IQ motif to Ca2+-dependent inactivation inhibitor domain association, primary screening, Förster resonance energy transfer in intact living …. HEK cells, CFP/YFP FRET ICDI-IQ, plate reader, 10 min; percent FRET-ratio fall versus neutral wells. 340,000 tested, 0.098% active. inhibition, % at 12.3 µM;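 active means mean replicate inhibition of at least 30% and at least 1% of replicates passing that level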;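 further: 0% = median of the neutral control wells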
MC4R barr agon: agonists of human melanocortin 4 receptor (MC4R) beta-arrestin; P32245; U2OS MC4R beta-arrestin complementation, luminescence; percent of melanotan II response, DMSO zero; activation, % at 8.9 µM; 360,000 tested, 0.98% active; AID 540308;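 active means activation above a per-plate cutoff, the mean activation of sample wells on that plate plus 3 SD, cut at about 8% in these data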
H9c2 protect: modulators protecting cardiomyocytes from myocardial damage; H9c2 cardiomyocytes, H2O2 injury protection, ATPLite, 2 h; protection from H2O2 cell death, % at 20 µM; 360,000 tested, 0.63% active; AID 588492;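 active means compounds giving at least 50% protection of heart cells from peroxide-induced death in the single-dose screen, raw or plate-pattern-corrected value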;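 further: 0% = DMSO wells with peroxide and 100% = DMSO wells without peroxide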
aDG glyco up: increases alpha dystroglycan glycosylation | 360,000 tested, 0.22% active | Pro5-aDG cells, alpha-DG glycosylation AlphaScreen (IIH6); 0% Pro5, 100% B10-LARGE cell signal | activation, % at 10 µM | AID 624168;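 active means activation of at least 8% versus controls, or a plate z-score of at least 8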;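 further: Pro5 are CHO cells carrying HIG-tagged alpha-DG that lacks glycosylation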
ABCB6 inh MLPCN: inhibitors of human ABC transporter ABCB6. fluorescence ratio to DMSO, % at 10 µM. 360,000 tested, 0.19% active. K562-ABCB6 porphyrin accumulation, flow cytometry, 1 h; hits give low values. AID 602162;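 active means fluorescence ratio to DMSO below 75%, the collection mean minus 3 SD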;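 further: signal is porphyrin accumulated inside mitochondria; 100% equals median channel fluorescence of DMSO control wells; lower ratio means ABCB6 inhibition with less porphyrin fluorescence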
Numbers without * were called inactive; / = no result given.

Second line of a record – MC4R antagonist	m5-HT2A agonist	Glyco luc inh	PDI inh	Vif inh	CaV13 ICDI inh	MC4R barr agon	H9c2 protect	aDG glyco up	ABCB6 inh MLPCN
- CCC(C)N(C(=O)CSc1ccc(NC(C)=O)cc1)C1CCS(=O)(=O)C1 (centres undefined)
  6	6	2	3	8	-2	-3.2	1	0.2	84
- C=C(C)c1cccc(C(C)(C)NC(=O)N2CCN(c3ccccn3)CC2)c1
  7	-1	3	-10	-1	-7	-2.0	6	-0.1	100
- Clc1cccc(NCc2nnc(SCc3ccccc3)o2)c1
  3	0	1	-2	4	-4	0.7	-1	0.1	93
- CC(=O)Nc1ccc(NS(=O)(=O)c2cn(C)c(=O)n(C)c2=O)cc1
  2	3	0	/	/	-3	1.4	4	-0.3	103
- Cc1ccc2c(c1)C(=O)CC1(CCCC1)O2
  -4	1	0	-1	-6	/	-1.9	13	0.0	99
- O=C(/C=C/c1ccc([N+](=O)[O-])cc1)Nc1cccnc1
  5	-6	-4	1	-2	-4	-0.4	-22	-0.1	101
- Cc1ccc(-n2nc3cc(C)c(NC(=O)c4cccnc4)cc3n2)cc1
  21	3	1	-2	7	/	2.2	-17	-0.1	100
- CCOC(=O)C(/C(C)=N/NC(=O)c1ccccc1[N+](=O)[O-])C(C)C (centres undefined)
  16	-2	-1	-2	-5	-9	-0.2	9	0.1	99
- COC(=O)C1=C(C)N(Cc2ccccc2)C(=NCc2cccc(C(F)(F)F)c2)N[C@H]1c1cccc(F)c1
  9	2	-7	-1	5	-5	13*	-21	-0.5	98
- COc1ccc(C2C=C(c3ccccc3)Nc3ncnn32)cc1 (centres undefined)
  -1	0	-2	-5	7	/	2.6	13	0.0	94
- O=C(Nc1ccc(F)c(Cl)c1)[C@@H]1O[C@H](CO)[C@H](O)[C@H](O)[C@H]1O
  -2	-3	1	-2	-2	-4	-2.4	-4	0.0	95
- Cc1ccc(NC(=O)CNS(=O)(=O)c2cccs2)cc1F
  -3	-4	1	0	-10	-9	-1.6	-5	-0.3	94
- Cc1ccc(S(=O)(=O)NCCOC(=O)Nc2sc(=S)n(C)c2C)cc1
  22	-2	2	13	6	-7	0.5	6	-0.3	103
- Cc1ccc(C2=[N+]([O-])C3(CCCCC/C3=N\NC(N)=O)N(O)C2(C)C)o1 (centres undefined)
  1	-2	3	0	4	/	-1.2	17	-0.3	96
- COc1ccccc1C1NC(=O)NC(C)=C1C(=O)Nc1cccc(C)c1C (centres undefined)
  2	-7	0	0	/	-6	0.3	7	-0.1	97
- Cc1cc(C(F)(F)F)n(-c2nc(C(=O)NN)cs2)n1
  7	-4	2	-1	13	-3	0.3	1	-0.2	104
- COc1ccc(N(C(=O)c2ccco2)S(=O)(=O)c2cccs2)cc1
  -3	-6	1	-11	-6	-6	-3.3	25	-0.1	112
- Cc1ccc(-n2ncc3c2CCCC3NC(=O)c2ccoc2)cc1C (centres undefined)
  14	0	-2	-4	-4	-6	-0.3	-4	0.6	96
- Cc1ccc(C)c(SCC(=O)OCC(=O)NCc2ccccc2)c1
  7	-6	-1	24	4	-7	-2.4	2	-0.2	98
- O=C1OC(/C=C/c2ccccc2)=NC/1=C\c1cccnc1
  6	13	2	0	-4	-5	-0.3	4	-0.3	102
- COCCNc1ncnc2c1ncn2[C@H]1CN(Cc2ccc(F)cc2)C[C@@H](CO)O1
  -3	1	2	3	/	-12	-1.4	3	0.1	101
- CC1(C(=O)NS(=O)(=O)C2CC2)CCCN(C(=O)c2ccc(F)c(Cl)c2)C1 (centres undefined)
  4	5	-1	4	11	-6	0.1	-1	0.0	88
- CN(C)C(=O)c1cccc(-c2cnc3c(NC=O)cc(-c4cccc(C(F)(F)F)c4)cn23)c1
  -16	-2	11	1	-11	-6	6.0	8	-0.1	100
- O=[N+]([O-])c1ccc(NCCOc2ccccc2Cl)nc1
  -2	-4	-1	-11	-1	-4	-0.3	-4	0.1	196
- COc1cc(Cl)ccc1OCc1cc(C(=O)N(C)Cc2nnc(C)o2)no1
  -3	3	2	5	-1	/	-4.0	0	-0.1	102
- COc1ccccc1NS(=O)(=O)c1ccc2oc(SC)nc2c1
  0	1	1	2	-8	-7	1.7	-7	0.2	101
- O=C(CCNS(=O)(=O)c1cccs1)NC1CCN(Cc2ccccc2)CC1
  -9	-2	-2	9	12	0	-2.7	5	0.0	100
- COCCn1c(SCC(=O)Nc2ccc(NC(=O)c3ccco3)c(OC)c2)nc2ccccc2c1=O
  -4	0	-2	-8	12	-7	27*	1	-0.1	107
- CCCn1c(=S)[nH]c2cc(C(=O)N3CCN(c4ccc(F)cc4)CC3)ccc2c1=O
  5	6	2	-14	12	-4	6.3	4	-0.1	89
- O=c1cc(O)n(Cc2ccc(F)cc2)c(=O)[nH]1
  1	1	0	1	-22	-17	-1.9	0	0.2	100
- COc1ccccc1-c1ccc2c(c1)C(C)(Cc1cc(Cl)ccc1C(F)(F)F)C(=O)N2 (centres undefined)
  10	1	-6	-4	/	-5	0.4	-23	0.0	97
- C[C@H](CO)N1C[C@H](C)[C@@H](CN(C)Cc2cccc(F)c2)Oc2cc(-c3cccc(C#N)c3)ccc2S1(=O)=O
  6	-3	-3	6	12	-6	1.4	18	0.1	98
- Cc1ccccc1OCC(=O)NCCCNC(=O)c1ccco1
  1	5	0	-7	-3	-3	0.5	-4	0.8	99
- CCn1c(CNC(=O)c2cc(OC)c(OC)c(OC)c2)cc2ccccc21
  3	0	2	3	-4	-2	0.3	-13	1.1	98
- c1ccc2c(-c3cc(NCc4ccncc4)n4nccc4n3)cccc2c1
  -2	-2	2	-3	1	-5	1.4	8	0.0	97
- CCc1ccc(C(=O)C(C)OC(=O)c2nn(C)c(=O)c3ccccc23)cc1 (centres undefined)
  -3	9	1	10	17	-4	-1.2	-13	0.1	97
- CC(NC=C1C(=O)OC(C)(C)OC1=O)C(=O)O (centres undefined)
  2	-2	0	1	-28	-6	2.5	-5	0.1	110
- CN(C)C(=O)N1CCCC(C(=O)NCc2ccccc2Cl)C1 (centres undefined)
  1	-2	0	-6	5	-8	-1.2	-3	-0.2	75
- Cc1cc(C)n(-c2nc3ccccc3c(=O)n2OCC(=O)OCc2ccccc2)n1
  -4	-5	0	8	-3	-7	-0.8	21	0.9	101
- CC(C)NC(=O)c1onc(CSc2ccncc2)c1C(=O)NC(C)C
  8	-5	3	2	-1	-10	0.6	-2	0.1	99
- CN(c1ccccc1C(=O)Nc1cccc([N+](=O)[O-])c1)S(C)(=O)=O
  -5	-1	2	6	-3	-15	-1.8	-1	-0.1	100
- COc1ccc(CNC(=O)CN(C(=O)CCC(=O)Nc2ccccn2)c2cccc(C)c2)cc1
  12	2	3	18	-5	-15	-1.3	12	1.0	102
- CCOc1ccccc1C1C(C#N)=C(N)SC(N)=C1C#N
  4	1	-3	-1	-2	/	-1.3	-8	-0.1	243
- COC(=O)c1[nH]c2ccccc2c1NC(=O)/C=C/c1ccc2c(c1)OCO2
  -4	2	0	8	-19	-4	8.4*	0	-0.2	97
- CCC(CO)Oc1cc(NCc2ccc(Cl)cc2)c2ncn(C(C)C)c2c1 (centres undefined)
  -6	-2	7	1	106*	-13	0.1	0	0.3	103
- Cc1ccc(-n2nc(C(=O)NCc3ccc(C)o3)c3c4ccccc4n(C)c3c2=O)cc1
  10	-2	-1	-4	-6	-6	2.4	-1	-0.1	88
- C=CCn1c(SCC(=O)Nc2cccnc2Cl)nnc1-c1ccccc1F
  7	-3	-3	1	-2	-6	0.6	-3	0.1	101
- COc1cc(C(=O)N2CCN(S(=O)(=O)c3ccc(C)cc3)CC2)ccc1OCc1c(C)noc1C
  1	-6	1	-5	/	-5	-1.1	8	0.4	100
- COc1ccc2c(c1)c1nnc(SCC(=O)Nc3ccccc3F)nc1n2C
  8	-3	2	4	0	-2	0.4	7	0.2	96
- O=C(NCCN1CCC(n2c(=O)[nH]c3ccccc32)CC1)c1cccc2c1-c1ccccc1C2=O
  /	-3	/	/	/	-11	/	/	2.0	84
- COc1cccc2cc(C(=O)n3ccc(C)n3)c(=O)oc12
  -2	1	3	1	/	/	-1.3	21	-0.1	191
- CN(c1cccc(NC(=O)c2cccc([N+](=O)[O-])c2)c1)S(C)(=O)=O
  8	-5	6	4	2	4	-4.9	0	0.0	105
- COc1cc(S(=O)(=O)NC2CCCC2)c(OC)cc1Cl
  11	2	3	3	-6	-6	-2.3	-1	0.0	93
- COc1ccccc1CNC(=O)COC(=O)CCN=C1NS(=O)(=O)c2ccccc21
  3	4	1	-3	8	-2	-3.0	4	-0.1	97
- O=C(CSc1nc2c(sc3ccccc32)c(=O)n1CCCN1CCCC1)NCc1ccco1
  9	-3	-5	3	11	-2	-1.0	-4	0.4	101
- CC(=NNC(=O)c1ccc(NS(=O)(=O)c2cccs2)cc1)c1ccc(OCC(N)=O)cc1
  5	-2	4	3	12	-3	-0.5	-7	0.1	99
- CC12C(=O)N(c3ccc(OC(=O)c4ccco4)cc3)C(=O)C1C1c3ccccc3C2c2ccccc21 (centres undefined)
  3	2	-2	-5	-1	-5	-0.3	6	0.4	96
- CC(NC(=O)C(c1ccccc1)c1ccccc1)c1ccc(S(N)(=O)=O)cc1 (centres undefined)
  -2	-3	1	-3	-8	-5	2.4	-1	0.0	89
- Cc1coc2cc3oc(=O)cc(C)c3cc12
  11	9	0	2	-3	-5	3.5	10	0.0	98
- Cc1ccc(NC(=O)N2CCCN(Cc3ccc(F)cc3)C2)cc1C
  1	-2	-3	-2	1	/	-1.9	4	1.1	102

(more compounds)
Second line of a record – MC4R antagonist	m5-HT2A agonist	Glyco luc inh	PDI inh	Vif inh	CaV13 ICDI inh	MC4R barr agon	H9c2 protect	aDG glyco up	ABCB6 inh MLPCN
- CC(=O)Nc1ccc(NC(=O)COC(=O)c2cc(S(=O)(=O)N3CCCC3)ccc2O)cc1
  6	0	0	-2	4	-5	-2.5	-1	-0.1	91
- Cc1cc(C(=O)Nc2ccc(Cl)cc2)c2ccccc2n1
  7	-5	-4	6	-6	-4	-0.9	0	-0.2	92
- NC(=S)c1cc2ccc(O)cc2oc1=O
  18	-1	-1	6	15	13	0.8	9	-0.5	105
- CCn1ncc(/C=C/C(=O)Nc2c(C)nn(CC)c2C)c1C
  7	-1	2	0	14	-5	-1.3	0	1.4	97
- NC(=O)c1cnn(C2CCS(=O)(=O)C2)c1 (centres undefined)
  -1	2	4	3	5	-4	-2.0	0	-0.4	103
- CCN1C(=O)CC(c2ccccc2)N(C2CCCC2)c2nc(Nc3ccc(C(=O)NC4CCN(C)CC4)cc3OC)ncc21 (centres undefined)
  -1	-7	60*	-3	-1	/	-1.0	-12	-0.5	99
- CNC(=O)N(O)C1N(/N=C/c2ccc(N(C)C)cc2)C(=S)SC1(C)C (centres undefined)
  2	1	3	2	-10	-23	-0.7	10	-0.1	99
- CC(=O)OC(C)CS(=O)(=O)c1ccccc1 (centres undefined)
  -4	7	-2	1	-1	1	4.4	5	0.0	98

An unsorted share of the library. Share with any hit: about 3.6%.
